High-throughput results as filed in PubChem.
FAS TE block = FAS thioesterase (human) inhibition | P49327 | recombinant FAS-TE, OMFH fluorogenic substrate, fluorescence endpoint | inhibition, % at 15 µM | hit rate 0.67% among 360,000;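 active means compounds whose normalised, plate-corrected inhibition of enzyme fluorescence in the single-dose primary screen is 50% or more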;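 further: 0% = DMSO with enzyme and 100% = substrate without enzyme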
eLon inh = inhibitors of E. coli Lon protease; P0A9M0; purified E. coli Lon protease, fluorescence polarization; inhibition, % at 7.94 µM; hit rate 0.42% among 360,000; in the data active means inhibition above about 13%, passing the limit was not always enough;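 further: 0% = enzyme with probe and DMSO and 100% = no enzyme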
Neddylation inh = inhibitors of human cullin neddylation. TR-FRET cullin neddylation, biochemical. calls only at 25 µM. AID 651699. hit rate 0.58% among 360,000. P61081+Q13564; in the data active means inhibition above about 36%
PABP1 MLLE inh = blocks PAM2 peptide binding to the PABP1 MLLE domain; GST-MLLE / FITC-PAM2 fluorescence polarization; inhibition, % at 20 µM; hit rate 0.36% among 360,000; in the data active means inhibition above about 35%, passing the limit was not always enough;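 further: plate controls were DMSO wells with GST-MLLE for no effect and wells lacking GST-MLLE protein for full effect; some results filed as inactive read as strong as hits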
CendR NRP1 mod = NRP-1/CendR interaction modulation. O14786. FAM-RPARPAR peptide binding to NRP-1, fluorescence polarization. inhibition, % at 25 µM. hit rate 0.85% among 360,000;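 active means inhibition or corrected inhibition above about 18%, plus a signal ratio from 0.5 to 1.5, limit read from the data, passing the limit was not always enough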; further: strong numbers were not always called active
Rin1-Abl PPI inh = blocks binding of human Rin1 to Abl; P00519+Q13671; TR-FRET Rin1/Abl binding, biochemical; inhibition, % at 7.35 µM; hit rate 0.4% among 360,000; AID 588664; in the data active means inhibition above about 5%, passing the limit was not always enough
Target sequence (P00519 whole entry, looked up): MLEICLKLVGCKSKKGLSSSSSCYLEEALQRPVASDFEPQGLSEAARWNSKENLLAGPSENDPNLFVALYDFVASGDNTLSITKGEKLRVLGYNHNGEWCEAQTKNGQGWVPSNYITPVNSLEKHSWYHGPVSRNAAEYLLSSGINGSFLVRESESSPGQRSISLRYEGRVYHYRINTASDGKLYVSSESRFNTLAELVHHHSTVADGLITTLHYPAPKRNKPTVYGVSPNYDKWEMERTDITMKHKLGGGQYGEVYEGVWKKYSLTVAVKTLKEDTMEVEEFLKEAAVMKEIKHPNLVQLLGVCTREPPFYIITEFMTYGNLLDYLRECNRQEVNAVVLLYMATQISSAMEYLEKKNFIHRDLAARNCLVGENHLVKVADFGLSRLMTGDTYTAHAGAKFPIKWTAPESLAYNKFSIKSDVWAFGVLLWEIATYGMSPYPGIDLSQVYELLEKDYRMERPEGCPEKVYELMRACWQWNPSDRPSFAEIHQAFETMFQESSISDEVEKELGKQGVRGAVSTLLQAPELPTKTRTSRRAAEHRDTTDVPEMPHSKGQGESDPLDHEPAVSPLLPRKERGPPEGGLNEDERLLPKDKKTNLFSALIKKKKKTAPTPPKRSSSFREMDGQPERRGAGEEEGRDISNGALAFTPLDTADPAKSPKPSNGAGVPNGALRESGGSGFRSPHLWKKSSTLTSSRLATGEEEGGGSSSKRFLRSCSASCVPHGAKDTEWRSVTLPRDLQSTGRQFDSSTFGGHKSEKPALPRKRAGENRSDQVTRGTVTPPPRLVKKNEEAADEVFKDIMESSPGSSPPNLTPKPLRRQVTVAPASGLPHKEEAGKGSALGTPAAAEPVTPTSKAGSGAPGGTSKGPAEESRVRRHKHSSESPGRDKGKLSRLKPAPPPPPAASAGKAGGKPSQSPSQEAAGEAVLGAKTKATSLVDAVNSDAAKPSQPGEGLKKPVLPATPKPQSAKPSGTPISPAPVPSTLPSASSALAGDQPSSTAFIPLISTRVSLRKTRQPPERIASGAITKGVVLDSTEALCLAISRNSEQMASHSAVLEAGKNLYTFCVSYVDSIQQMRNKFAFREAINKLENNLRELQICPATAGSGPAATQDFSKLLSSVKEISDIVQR
Target sequence (Q13671 whole entry, looked up): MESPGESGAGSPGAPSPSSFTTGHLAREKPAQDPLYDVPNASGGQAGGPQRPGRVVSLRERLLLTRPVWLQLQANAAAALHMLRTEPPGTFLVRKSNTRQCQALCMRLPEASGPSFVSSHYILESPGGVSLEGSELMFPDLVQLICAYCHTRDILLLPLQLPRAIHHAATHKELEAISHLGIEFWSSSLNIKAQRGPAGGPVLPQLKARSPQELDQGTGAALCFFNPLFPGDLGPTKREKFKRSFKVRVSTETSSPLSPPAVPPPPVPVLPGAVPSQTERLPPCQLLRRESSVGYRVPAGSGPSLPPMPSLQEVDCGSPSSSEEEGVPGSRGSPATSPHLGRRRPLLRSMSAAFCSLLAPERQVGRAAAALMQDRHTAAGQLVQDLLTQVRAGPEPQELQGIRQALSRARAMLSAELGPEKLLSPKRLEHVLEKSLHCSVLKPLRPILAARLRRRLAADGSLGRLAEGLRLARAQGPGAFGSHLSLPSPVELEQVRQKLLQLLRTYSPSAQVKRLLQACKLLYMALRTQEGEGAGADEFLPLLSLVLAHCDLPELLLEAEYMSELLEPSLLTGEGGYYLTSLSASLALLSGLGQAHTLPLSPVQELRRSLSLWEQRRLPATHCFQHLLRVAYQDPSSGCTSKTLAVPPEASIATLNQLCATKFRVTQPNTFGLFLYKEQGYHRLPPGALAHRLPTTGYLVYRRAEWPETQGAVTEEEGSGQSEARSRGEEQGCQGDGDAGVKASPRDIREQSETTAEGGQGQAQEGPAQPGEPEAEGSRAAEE
MT1-MMP act inh = inhibitors of human MT1-MMP activation; GFP/RFP ratio change, % at 20 µM; hit rate 0.061% among 360,000; AID 651647; HT1080 RFP-PRO-GFP cells, GFP/RFP ratio fluorescence, overnight; percent of plate control window, DMSO zero; P50281;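 active means GFP/RFP ratio change of at least 30% with cell ATP level not reduced by more than half and red fluorescence within 50% of control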; further: strong numbers were not always called active
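Test system: HT1080 cells expressing an RFP-PRO-GFP fluorescent reporter construct / Compound dosing: single-point 20 µM compound, 1% DMSO / Schedule: cells overnight before dosing, compound overnight, 37 °C, 5% CO2 / Evaluation: GFP/RFP fluorescence ratio / Control set: DMSO and RFP-L50D-GFP cell wells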
SKN-1 block = blocks SKN-1 activity in C. elegans; C. elegans VP596 Pgst-4::GFP/RFP ratio, acrylamide-induced, 24 h; AID 624304; inhibition, % at 21.8 µM; hit rate 0.49% among 360,000;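 active means interference check ratio from 0.5 to 1.5 plus GFP to RFP signal ratio inhibition reaching or exceeding a fixed threshold, cut at about 30% in these data, passing the limit was not always enough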; further: some compounds called inactive have numbers as strong as hits
bovine MsrA act = bovine methionine sulfoxide reductase A activation; purified bovine MsrA, absorbance read-out; activation, % at 10.6 µM; hit rate 0.3% among 360,000; AID 602163; in the data active means activation above about 7.5%;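 further: 0% = vehicle and 100% = reference activator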
* hit, by the source's call; i = inactive; . = no result given.

Values run as follows: FAS TE block	eLon inh	Neddylation inh	PABP1 MLLE inh	CendR NRP1 mod	Rin1-Abl PPI inh	MT1-MMP act inh	SKN-1 block	bovine MsrA act
Cc1oc(C(C)(C)C)cc1C(=O)Nc1ccc2c(c1)OCO2
  10	8	i	1	-2	3	-2	-7	-3
COc1ccc(CCNC(=O)C2CCCN(Cc3nc(-c4cccc(Cl)c4)oc3C)C2)cc1OC (configuration not stated)
  -2	10	i	3	-2	-5	1	16	-2
COc1ccc(NC(=O)c2ccc(OC(=S)N(C)c3ccc(OC)cc3)cc2)cc1
  -8	6	i	22	10	-3	4	18	-2
NC(=O)CSc1nnc(-c2cccs2)n1Cc1ccco1
  -10	6	i	-62	-1	-1	0	3	-3
Cc1cccc(/C=C2\CS/C(=C\c3cccc(C)c3)C2=O)c1
  14	-2	i	-4	-23	6	-6	17	-3
CC(=NC1CCCCC1)c1ccc(O)cc1O
  -6	-4	i	2	3	3	-3	-8	-2
CCOc1ccc(OCC(O)CN2CCc3ccccc3C2)cc1 (configuration not stated)
  -2	-4	i	-11	3	3	0	8	-2
COc1cccc(-c2cn(C[C@H]3CC[C@@H]([C@@H]4CC[C@H](Cn5cc(-c6cccc(OC)c6)nn5)O4)O3)nn2)c1
  2	1	i	3	15	5	0	19	-2
O=C(NCc1ccco1)C(c1ccc(F)cc1)N(Cc1cccnc1)C(=O)Cn1nnc2ccccc21 (configuration not stated)
  -4	-2	i	-5	-10	-3	3	-10	-5
COc1ccc(C(=O)NCCc2nnc3ccc(SCC(=O)Nc4ccccc4)nn23)cc1
  17	4	i	-9	5	-2	-6	4	-2
COc1cccc(CN2CC(C(=O)NCCc3ccc(C)o3)CCC2=O)c1 (configuration not stated)
  -8	-13	i	-6	-1	1	2	1	-3
Cc1cc(C)n(-c2nncc(-c3ccccc3)n2)n1
  -6	-2	i	3	3	-2	4	17	-1
CCOc1cc(/C=C2/C(=N)N3C=CSC3=NC2=O)ccc1OCCCOc1ccccc1C
  -6	-8	.	-20	-3	0	-2	9	0
Cc1nc2ccccc2c(=O)n1N(c1ccccc1)c1ccccc1
  16	-1	i	69	11	-3	2	4	-1
CCOC(=O)c1nc(C)n(-c2ccc(Cl)cc2)n1
  -5	1	i	1	-1	-2	5	6	-3

An excerpt from above, reduced to CendR NRP1 mod and PABP1 MLLE inh:
| Structure | CendR NRP1 mod | PABP1 MLLE inh |
| --- | --- | --- |
| COc1ccc(NC(=O)c2ccc(OC(=S)N(C)c3ccc(OC)cc3)cc2)cc1 | 10 | 22 |
| NC(=O)CSc1nnc(-c2cccs2)n1Cc1ccco1 | -1 | -62 |
| Cc1cccc(/C=C2\CS/C(=C\c3cccc(C)c3)C2=O)c1 | -23 | -4 |
| CC(=NC1CCCCC1)c1ccc(O)cc1O | 3 | 2 |
| CCOc1ccc(OCC(O)CN2CCc3ccccc3C2)cc1 (configuration not stated) | 3 | -11 |

The list goes on:
Values run as follows: FAS TE block	eLon inh	Neddylation inh	PABP1 MLLE inh	CendR NRP1 mod	Rin1-Abl PPI inh	MT1-MMP act inh	SKN-1 block	bovine MsrA act
CCN(CC)S(=O)(=O)c1cccc(-c2nnc(SCC(=O)NC3CCCC3)n2N)c1
  -2	3	i	-5	4	-2	2	-45	0
COc1ccc(S(=O)(=O)N2CCCC(C(=O)NC3CCCC3)C2)cc1OC (configuration not stated)
  -5	5	i	6	-4	0	-4	7	-1
O=C(Nc1ccccc1C(=O)N/N=C/c1ccco1)c1ccccc1Cl
  6	2	i	-3	5	3	4	20	2
O=C(Nc1cccnc1)c1c(F)cccc1F
  -5	-3	i	0	-6	3	7	-13	-8
Cc1ccc2cc(CCNS(=O)(=O)c3ccc(Br)cc3)c(=O)[nH]c2c1C
  10	3	i	-2	2	4	0	-16	-3
CC(=O)Nc1cccc(NC(=O)Nc2ccc(F)cc2F)c1
  -10	0	i	8	5	-1	4	-1	-3
CCOc1cccc2sc(N(CCN(CC)CC)C(=O)c3cccc(N4C(=O)CCC4=O)c3)nc12
  -5	-10	i	-8	7	1	0	-9	-2
CC1CN(C(=O)c2ccc(-c3cccc(C(F)(F)F)c3)o2)CC(C)O1 (configuration not stated)
  4	2	i	11	18	-1	0	13	-5
CN(Cc1cccc2cnccc12)C(=O)CCc1nnc(CCc2ccccc2)o1
  -3	-1	i	8	-9	-2	0	-11	0
COc1ccc(O)c(/C=N/NC(=O)c2ccc(OCc3cccc(Br)c3)cc2)c1
  8	3	i	-1	2	0	9	25	-2
COC(=O)c1ccc2cc(OC)c(OC)cc2c1
  -3	-18	i	3	3	-1	-5	12	-4
O=C(CSc1ncnc2c1nnn2Cc1ccccc1F)N1CCN(c2ccccc2)CC1
  8	-5	i	16	10	0	-6	4	4
O=C(COC(=O)c1cc(S(=O)(=O)N2CCCCC2)ccc1N1CCOCC1)NC1CCS(=O)(=O)C1 (configuration not stated)
  -3	-4	i	-1	11	-1	0	2	-2
CC1(C)CC(=O)C/C(=N\NC(=O)CCc2ccc(S(=O)(=O)N3CCOCC3)cc2)C1
  -1	1	i	9	12	3	5	-6	-10
O=c1[nH][nH]c(-c2ccccc2O)c1C(C[N+](=O)[O-])c1ccccc1 (configuration not stated)
  -6	7	i	14	-9	2	3	-7	-3
Cc1ccc(-n2ncc3c2CCCC3NC(=O)c2ocnc2C)cc1C (configuration not stated)
  -4	1	i	18	11	2	7	-32	-5
CCOC(=O)C(C)Oc1cccc2c(=O)n(CC(=O)NCCc3ccc(OC)c(OC)c3)ccc12 (configuration not stated)
  -6	-2	i	1	5	1	0	7	-1
O=C(NC1CCCC1)C(c1ccncc1)N(C(=O)c1ccco1)c1ccccc1 (configuration not stated)
  -2	-7	i	13	13	-2	-5	10	-6
COc1ccc(CNC(=O)C2CCN(C(=O)[C@@H]3Cc4ccccc4CN3)CC2)cc1
  -9	4	i	-7	-1	1	0	-6	-7
c1ccc(-c2nc(NCc3cccnc3)c3oc4ccccc4c3n2)cc1
  21	-3	i	-1	9	2	4	-4	-3
COc1ccc(NC(=O)c2ccccc2NS(=O)(=O)c2ccc(CNC(C)=O)cc2)c(OC)c1
  -6	-7	i	3	0	1	-1	-10	-3
O=Cc1c(Cl)[nH]c(=O)n1-c1ccccc1
  -3	1	i	5	4	1	3	-3	-3
Cc1cc(C)cc(NC(=O)C2CCN(C(=O)[C@@H]3Cc4ccccc4CN3)CC2)c1
  -4	-3	i	2	5	0	6	-2	-1
O=C(Nc1cccc(O)c1)c1cccc(S(=O)(=O)Nc2cccc(O)c2)c1
  -2	-5	i	-5	-5	0	1	1	-4
CC(NC(=O)c1ccc(Br)cc1)c1ccccc1 (configuration not stated)
  -6	0	i	4	-6	4	0	13	-4
CC(NC(=O)COC(=O)c1nc(Cl)ccc1Cl)c1ccccc1 (configuration not stated)
  0	9	i	-2	0	3	-4	-1	-2
Cc1cccc(NC(=O)c2ncn3c2C(=O)NC[C@@H]3C)c1
  -5	-3	i	3	-8	-3	0	9	-2
O=C(Nc1ccccc1Cl)C1CCCN(S(=O)(=O)c2ccc(-n3cnnn3)cc2)C1 (configuration not stated)
  -1	-6	i	-13	-2	2	1	-9	-2
CCCOc1ccc(-c2nn(-c3ccccc3)cc2/C=C2\SC(N)=NC2=O)cc1C
  0	1	i	16	-24	1	-5	5	-2
O=S(=O)(NCCSc1ccccc1)c1ccc(F)cc1
  3	1	i	2	5	1	-6	-21	-11

Full records, looked up by structure.
COc1ccc(NC(=O)c2ccccc2NS(=O)(=O)c2ccc(CNC(C)=O)cc2)c(OC)c1 is listed with FAS TE block = -6; eLon inh = -7; Neddylation inh = i; PABP1 MLLE inh = 3; CendR NRP1 mod = 0; Rin1-Abl PPI inh = 1; MT1-MMP act inh = -1; SKN-1 block = -10; bovine MsrA act = -3
c1ccc(-c2nc(NCc3cccnc3)c3oc4ccccc4c3n2)cc1 is listed with FAS TE block = 21; eLon inh = -3; Neddylation inh = i; PABP1 MLLE inh = -1; CendR NRP1 mod = 9; Rin1-Abl PPI inh = 2; MT1-MMP act inh = 4; SKN-1 block = -4; bovine MsrA act = -3

(more compounds)
Values run as follows: FAS TE block	eLon inh	Neddylation inh	PABP1 MLLE inh	CendR NRP1 mod	Rin1-Abl PPI inh	MT1-MMP act inh	SKN-1 block	bovine MsrA act
COc1cc(C(=S)N2CCN(c3cccc(Cl)c3)CC2)ccc1O
  -7	-12	i	17	8	0	-3	-1	-16
COCC(C)N1CCC(Oc2cccc(C(=O)NCCc3ccccc3)c2)CC1 (configuration not stated)
  -5	-14	i	2	13	0	-2	8	-3
O=C1NC(NS(=O)(=O)c2ccccc2)(C(F)(F)F)C(=O)N1c1cccc(Cl)c1 (configuration not stated)
  -4	-1	i	10	14	-1	-3	-3	-6
CN(NC(=O)C1CC(=O)N(c2ccccc2)C1)C1=NS(=O)(=O)c2ccccc21 (configuration not stated)
  -10	-8	i	-5	-5	2	1	6	-12
COc1ccc(-n2nnnc2SCC(=O)c2ccc3c(c2)OCCO3)cc1
  -39	8	i	-13	9	-3	-4	15	-2
O=S(=O)(c1ccc2c(c1)OCCO2)N1CCC(n2cnc3cc(F)ccc32)CC1
  11	17*	i	-11	-2	-1	5	-4	-9
CC[C@]12c3[nH]c4ccc(OC)cc4c3CCN1C(=O)C(CC(=O)NC/C=C(\C)CCC=C(C)C)C[C@@H]2C(=O)N1CCN(C(=O)c2ccco2)CC1 (some centres not stated)
  21	0	i	-21	-8	11*	-1	10	-6
Cc1ccc(S(=O)(=O)Cn2nnnc2CN(Cc2ccco2)Cc2cccs2)cc1
  15	-1	i	-6	-13	1	3	-10	0
CCCc1cc(=O)oc2cc(OCC(=O)Nc3ccc(S(N)(=O)=O)cc3)ccc12
  2	-4	i	-4	-18	-1	5	-9	-9
Cc1ccc(C(C[N+](=O)[O-])c2c(N)n(C)c(=O)n(C)c2=O)cc1 (configuration not stated)
  -3	9	i	5	-8	-1	-13	-5	-9
O=C(O)c1cc(NS(=O)(=O)c2cccs2)cc(NS(=O)(=O)c2cccs2)c1
  -6	0	i	2	-11	-1	-3	10	-3
COc1ccccc1NC(=O)c1sc2ncn(Cc3cccc4ccccc34)c(=O)c2c1C
  18	-20	i	-27	-23	1	0	14	-3
CC(NC(=O)COC(=O)c1ccc(CO)cc1)C1CC2CCC1C2 (configuration not stated)
  2	-1	i	-26	-12	1	-3	16	-2
O=c1[nH]c2cc3c(cc2cc1CN(CCN1CCOCC1)C(=S)NCC1CCCO1)OCO3 (configuration not stated)
  -3	-7	.	-128	8	3	-3	-1	-8
Cc1ccc(OC(=O)c2cc3ccccc3o2)cc1
  14	-2	i	-7	-10	0	6	12	-5
